# Compound activity (PubChem BioAssay)
# Integrin act MD: qHTS for Activators of Integrin-Mediated Alleviation for Muscular Dystrophy; alpha7betagal myoblasts, beta-gal FDG fluorescence, 48 h; Potency, µM (top dose mostly 38.3 µM), without a hit: at the highest dose activation, hits mostly activators; 350,000 tested, 0.064% active; AID 624291, 2012;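 also: potency is read from the fitted curve at half-maximal effect; 100% = response of the positive control SU9516; nearly all actives have a fitted effect of over 60% in size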
#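 Alpha7betagal+/- myoblasts (passage 13) were plated 16-24 hr, then exposed to compounds (1:260 dilution of DMSO stock) for 48 hours at 37C. After MPER lysis, β-galactosidase reporter activity was read as FDG fluorescence (ex 480/em 540) after 30 minutes.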
# MBNL1 CUG block: qHTS Assay for Inhibitors of MBNL1-poly(CUG) RNA binding. 280,000 tested, 0.036% active. Potency, µM (series often up to 57.5 µM), without a hit: at the highest dose activity change, negative = inhibition, actives largely listed as inhibitors. TR-FRET MBNL1-His/biotin-(CUG)12 binding, 665/545 ratio. Muscleblind-like protein 1 (Homo sapiens), Q9NR56. AID 2675, 2010; active = well fitted inhibition curve with a large enough effect in the signal ratio, with a control signal flat, not every such curve was filed as active; inconclusive = small, poorly fitted or top-dose-only effect, or effect the other way, or a change in a side signal; inactive = no such curve, though single readings can be large or run the other way; the % refers to the signal ratio; also: potency is read from the fitted curve at half-maximal effect; % is scaled to controls: 0 for no effect and ±100 for the full control effect
#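 Compounds (final 92 nM to 58 uM) are added to His-tagged MBNL1 and biotin-(CUG)12, then terbium anti-His antibody and streptavidin-XL665 (5 nM final). After 60 min at room temperature, the 665/545 nm ratio is read.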
# CXXC DNA block: qHTS Fluorescence Polarization Assay for Inhibitors of MLL CXXC domain - DNA interaction. MLL-CXXC / FITC-HOXA9 DNA fluorescence polarization. Potency, µM (titrated, usually from 115 µM), inactives show at the highest dose activity change, negative = inhibition, actives largely listed as inhibitors. 290,000 tested, 0.037% active. Histone-lysine N-methyltransferase 2A (Homo sapiens), Q03164; active = well fitted inhibition curve with a large enough effect in the polarisation, with a control signal flat, not every such curve was filed as active; inconclusive = small, poorly fitted or top-dose-only effect, or effect the other way, or a change in a side signal; inactive = no such curve, though single readings can be large or run the other way; the % refers to the polarisation; also: potency is read from the fitted curve at half-maximal effect
#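 Fluorescence polarization: 7 uM MLL-CXXC (stock) preincubated 5 min with compounds, then 50 nM fluorescein-HOX-A9 DNA (stock) added; 30 min ambient. Buffer 50 mM Tris-HCl pH 7.5, 50 mM NaCl, 1 mM DTT, 0.05% BSA.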
# TSHR antag: Antagonists of the Thyroid Stimulating Hormone Receptor: HTS campaign; 330,000 tested, 0.2% active; activity change, negative = inhibition, % at 11.5 µM; AID 504810, 2011; Thyrotropin receptor (Homo sapiens), P16473; TSHR-expressing cells, TSH-stimulated cAMP HTRF, 2 h; stronger effect = lower value;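 active = activity change below a set negative limit, meaning inhibition stronger than a set level, cut at about -70% in these data; inconclusive = activity change between two set negative limits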; also: % is scaled to controls: 0 for no effect and ±100 for the full control effect
# Target sequence (P16473 whole entry, looked up): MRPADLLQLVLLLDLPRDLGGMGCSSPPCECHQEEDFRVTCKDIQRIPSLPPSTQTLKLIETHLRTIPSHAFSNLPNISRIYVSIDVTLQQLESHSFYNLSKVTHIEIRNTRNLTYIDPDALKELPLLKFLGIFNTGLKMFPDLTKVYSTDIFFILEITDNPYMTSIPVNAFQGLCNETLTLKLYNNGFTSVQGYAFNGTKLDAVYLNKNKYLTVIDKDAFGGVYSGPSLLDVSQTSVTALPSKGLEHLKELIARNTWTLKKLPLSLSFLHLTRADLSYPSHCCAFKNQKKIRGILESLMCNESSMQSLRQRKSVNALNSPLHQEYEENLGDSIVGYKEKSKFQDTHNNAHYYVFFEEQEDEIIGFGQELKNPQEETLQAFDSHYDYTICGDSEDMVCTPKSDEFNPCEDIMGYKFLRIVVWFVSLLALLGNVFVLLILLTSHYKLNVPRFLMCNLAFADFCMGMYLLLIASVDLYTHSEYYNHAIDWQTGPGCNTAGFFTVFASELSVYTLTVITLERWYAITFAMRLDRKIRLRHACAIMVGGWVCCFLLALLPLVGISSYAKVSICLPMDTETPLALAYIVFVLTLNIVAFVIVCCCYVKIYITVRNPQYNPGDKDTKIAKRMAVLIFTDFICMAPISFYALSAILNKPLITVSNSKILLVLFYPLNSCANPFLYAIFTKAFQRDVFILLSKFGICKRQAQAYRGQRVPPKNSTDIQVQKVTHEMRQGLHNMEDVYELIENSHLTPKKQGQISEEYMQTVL
#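 Freshly harvested TSHR cells receive pin-tooled compound, then EC80 TSH at 4nM final. After 2 hours at 37 deg C, antibody in lysis buffer and cAMP-d2 are added; 30 minutes at ambient temperature precede the HTRF read.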
# Menin-MLL TR inh: qHTS Assay for Inhibitors Targeting the Menin-MLL Interaction in MLL Related Leukemias: Competition With Texas Red Labeled MLL-derived Mutant Peptide; Menin + Texas Red MLL mutant peptide, fluorescence polarization; Potency, µM (doses to about 61.6 µM), for the others: at the top dose FP activity change, negative = inhibition, most hits filed as inhibitors; 270,000 tested, 0.23% active; AID 1768, 2009; active = well fitted inhibition curve with a large enough effect in the polarisation, with a control signal flat, not every such curve was filed as active; inconclusive = small, poorly fitted or top-dose-only effect, or effect the other way, or a change in a side signal; inactive = no such curve, though single readings can be large or run the other way; the % refers to the polarisation; also: potency is read from the fitted curve at half-maximal effect; % of control where 0% means no effect; many of its hits are not listed in these tables
# A-T KAP1 phos: qHTS Assay for Identifying a Potential Treatment of Ataxia-Telangiectasia. […] A-T fibroblasts, KAP-1 phosphorylation AlphaLISA; neocarzinostatin DNA damage 30 min before lysis. Potency, µM (series often up to 57.5 µM), for inactives: at the highest dose activation, actives largely listed as activators. 320,000 tested, 0.19% active. AID 485349, 2010; also: potency is read from the fitted curve at half-maximal effect; % of control where 0% means no effect; nearly all actives have a fitted effect of over 45% in size
#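 ATM-like activity read as KAP-1 phosphorylation via AlphaLISA donor/acceptor antibody pairs after lysis and 6 hr at 25C. Cells were ATM-null patient fibroblasts ([…], hTERT), dosed 60 min, then exposed to the DSB inducer NCS for 30 min.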
# TCR activator: Activators of T cell receptors: qHTS campaign | 330,000 tested, under 10 active | primary human leukocytes, anti-CD3, IL-2 HTRF, 48 h | Potency, µM (highest dose often 9.22 µM), without a hit: top-dose activation of IL-2 secretion, most hits filed as activators; also: % of control where 0% means no effect
#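 1) Mix primary human leukocytes, a-CD3 beads and compound. 2) Incubate 48 hr. 3) Add HTRF IL-2 reagents (a-IL-2-K, a-IL-2-d2).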
# Mito fusion yeast: qHTS Assay for Small Molecule Inhibitors of Mitochondrial Division or Activators of Mitochondrial Fusion. Potency, µM (doses to about 46.1 µM), for the others: at the top dose growth rescue (activation), usual class: activators. 320,000 tested, 0.23% active. S. cerevisiae fusion-defective mutant growth rescue, CellTiterGlo 48 h;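 also: potency is read from the fitted curve at half-maximal effect; % of control where 0% means no effect; nearly all actives have a fitted effect of over 45% in size; temperature-sensitive fusion mutants such as fzo1-1 at 37 °C on non-fermentable ethanol glycerol medium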
#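 Growth-rescue viability read-out: after 48 h at the non-permissive 37C in glycerol/ethanol YPEG, yeast mitochondrial fusion mutants are measured by CellTiterGlo luminescence; compounds (23 nl pinned per well) restoring growth score as division inhibitors or fusion activators.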
# ASM inhibitor: Inhibitors of Secretory Acid Sphingomyelinase (S-ASM): qHTS. AID 504937, 2011. placental ASM, HMU-PC fluorogenic substrate, 60 min. Sphingomyelin phosphodiesterase (Homo sapiens), P17405. 340,000 tested, 0.006% active. Potency, µM (highest dose often 57.5 µM), without a hit: top-dose activity change, negative = inhibition, actives largely listed as inhibitors; also: potency is read from the fitted curve at half-maximal effect
#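 Fluorescence read-out (Ex 386 nm, Em 447 nm) after stopping the reaction at pH 10. Enzyme: ASM from human placenta; substrate HMU-PC0, 9 uM final; 60 min, 37 °C. Compound preincubation 10 min, ambient temperature.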
# PTAP TSG101 blk: qHTS Assay for Iinhibitors of HIV-1 Budding by Blocking the Interaction of PTAP/TSG101; Tumor susceptibility gene 101 protein (Homo sapiens), Q99816; Potency, µM (titrated, usually from 115 µM), for the others: top-dose activity change, negative = inhibition, usual class: inhibitors; Fluorescence polarization, FITC-PTAP peptide / Tsg101 binding; 340,000 tested, under 10 active; AID 493005, 2010; active = well fitted inhibition curve with a large enough effect in the main read-out, with a control signal flat, not every such curve was filed as active; inconclusive = small, poorly fitted or top-dose-only effect, or effect the other way, or a change in a side signal; inactive = no such curve, though single readings can be large or run the other way; also: potency is read from the fitted curve at half-maximal effect; % of control where 0% means no effect
# Target sequence (Q99816 whole entry, looked up): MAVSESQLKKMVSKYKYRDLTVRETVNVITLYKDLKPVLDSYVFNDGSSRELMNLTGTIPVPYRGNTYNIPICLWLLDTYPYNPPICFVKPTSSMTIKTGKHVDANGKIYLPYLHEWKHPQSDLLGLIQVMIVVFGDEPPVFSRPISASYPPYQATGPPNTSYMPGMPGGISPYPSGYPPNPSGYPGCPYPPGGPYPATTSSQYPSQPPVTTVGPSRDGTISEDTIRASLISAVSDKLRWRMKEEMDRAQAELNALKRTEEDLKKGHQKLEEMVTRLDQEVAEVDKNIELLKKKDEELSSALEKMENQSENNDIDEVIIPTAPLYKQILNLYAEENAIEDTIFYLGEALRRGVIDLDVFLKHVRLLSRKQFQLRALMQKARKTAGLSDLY
#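 Fluorescence anisotropy tracks displacement of a FITC-tagged PTAP peptide (50 nM) from the Tsg101 binding domain (10 uM), following a 20 min room-temperature incubation at pH 7.5.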
# The depositor's hits bear a star; ? = inconclusive; / = no result given; & = joins results of further samples; [ ] = dose if it differs, or a comment. Unless noted, calls follow the shape of the dose curve; as a rule, active = well fitted curve in the direction sought with a large enough effect; inconclusive = small, poorly fitted or top-dose-only effect, or another doubt; inactive = no such curve, though single readings can be large; an effect the other way counts as inactive or inconclusive.
SMILES,Integrin act MD,MBNL1 CUG block,CXXC DNA block,TSHR antag,Menin-MLL TR inh,A-T KAP1 phos,TCR activator,Mito fusion yeast,ASM inhibitor,PTAP TSG101 blk
CCn1cc(/C=N\NC(=O)Cc2ccc(Cl)cc2)cn1,3%,/,1%,-6,-3%,4%,4%[46.1 µM],0%,-1%,1%
Cc1csc2nc(CNS(=O)(=O)c3cccnc3)cn12,24%,/,/,/,/,/,0%,/,1%,-7%
CN(Cc1cccs1)C(=O)COC(=O)CNC(N)=O,7%,-12%,2%,5,6%,1%,-2%,-7%,4%,-8%
Cc1cccc(/C=C2\Sc3ccc(C(=O)N4CCCCC4)cc3N(C)C2=O)c1,0%,10%,20%,4,/,11%,-1%,3%,-1%,1%
CC(C)CCNC(=O)CN1N=C(c2ccc(Cl)cc2)CCC1=O,-3%,1%,19%,2,-1%,3%,1%,-9%&0%,-3%,-8%
COC(=O)c1ccc(-n2c(C)cc(C(=O)COC(=O)CC3Sc4ccccc4NC3=O)c2C)cc1 (centres undefined),5%,/,0%,-5,-24%,-10%,6%[46.1 µM],13%,-2%,0%
CCc1ccccc1N1CC23C=CC(O2)C(C(=O)O)C3C1=O (centres undefined),5%,-11%,11%,24,4%,26%,-3%,1%,-2%,-1%
COc1cccc(NC(=S)NNC(=O)c2c([N+](=O)[O-])c(C)nn2C)c1,21%,8%,17%,0,13%,0%,/,1%,1%,/
O=C(Cn1cnc2ccccc21)N/N=C/c1ccc([N+](=O)[O-])cc1,24%,?,3%,-8,-13%,-1%,0%[46.1 µM],-3%,-2%,1%
CC(=O)c1ccc(NC(=S)N(CCCN(C)C)Cc2ccccc2)cc1,-11%,/,-7%,9,/,1%,1%,-3%,-1%,-2%
CN(Cc1cnc2nc(N)nc(N)c2n1)c1ccc(C(=O)NC(CCC(=O)O)C(=O)O)c2ccccc12 (centres undefined),4%,/,/,/,/,/,0%,/,65%[activator],-6%
CCC(CC)C(=O)N(CCc1ccc(OC)cc1)Cc1nc2ccccc2c(=O)[nH]1,-38%,3%,-1%,-7,?,/,/,8%,-6%,-4%
O=C(CSc1nnc(NC(=O)c2cccc(F)c2)s1)NCC1CCCO1 (centres undefined),-4%,-4%,23%,-5,/,-6%,-169%,-2%,1%,-1%
O=C(COC(=O)/C=C/c1cccc(Br)c1)NCCc1ccccc1,8%,/,/,-3,/,-6%,-1%,6%,-5%,0%
Cc1ccc(S(=O)(=O)N(C)c2c(C)ccc(S(=O)(=O)NC(C)(C)C)c2C)cc1,-13%,-4%,-3%,-12,-14%,-2%[11.5 µM],6%,-3%,-3%,-5%
COc1ccc(Cl)cc1NC(=O)CCNC(=O)OCc1ccccc1,-1%,-8%,-6%,21,32%[activator],4%,2%,6%,-3%,0%
Cc1cccc(NC(=O)CN2CCN(C(=O)CNC(=O)Cc3cccc4ccccc34)CC2)c1C,15%,/,/,5,/,0%,11%,-3%,2%,-4%
O=C(CSc1ncnc2[nH]ncc12)Nc1nc(-c2ccc(F)c(F)c2)cs1,-29%,-3%,-4%,-38,2%,6%,-2%,28%,-9%,-4%
COc1ccc(N/N=C(/C#N)S(=O)(=O)C(C)(C)C)cc1,-6%,27%,20%,1,-2%,-4%,-6%,3%,-4%,-3%
Cc1cc(C)n2c3c(c(C#N)c2n1)CC(C)(C)OC3,29%,?,14%,20,-3%,23%,1%,7%,111%[activator],-5%
CCn1c(SCC(=O)Nc2ccc(S(N)(=O)=O)cc2)nnc1-c1ccccc1OC,4%,3%,-2%,-3,0%,-1%,0%,-1%,3%,-1%
CC(=O)c1cccc(NC(=O)c2ccc([N+](=O)[O-])o2)c1,-79%[inhibitor],/,/,/,/,/,-7%,/,2%,-4%
C[C@@H]1O[C@@H](Oc2c(-c3ccc(O)c(O)c3)oc3cc(O)cc(O)c3c2=O)[C@H](O)[C@H](O)[C@H]1O,-6%,/,/,5,/,-2%,-3%&3%,/,-3%&-7%,-2%&-9%
CN1CCCN(C2C3CC4CC(C3)CC2C4)CC1 (centres undefined),-12%,6%,0%,-2,24%,-9%,10%,-2%,-1%,-1%
CCOC(=O)CSc1nnc(NC(=O)CCc2ccccc2)s1,10%,-1%,2%,-16,28%,-9%,-5%,-7%,0%,-8%
COc1ccc(CN2CCC(Cc3ccccc3)CC2)cc1OC,-53%[inhibitor],-22%,2%,12,-13%,-9%,5%,-2%,0%,2%
CC(C)(C)SCCNC(=O)c1ccccc1,14%,1%,27%,2,-1%,-4%,3%,-3%,-3%,-5%
O=C1CCC(=O)N1OCCCOc1ccccc1,13%,-9%,-5%,10,0%,/,8%,-1%,4%,6%
COc1cccc(=O)c2c(C)n(CC(=O)c3ccccc3)c(C)c12,?,?,-4%,16,?,-1%,0%,3%,?,-3%
COc1ccc(CCNC(=O)C(=O)NCc2ccccc2)cc1OC,-30%,-3%,20%,5,15%,1%,-4%,2%,-9%,1%
COC(=O)c1cccc(C(=O)N2CCCC(Nc3ccc(C)c(C)c3)C2)c1 (centres undefined),-7%,-5%,4%,-5,/,-3%,-4%,-3%,-1%,-1%
COc1ccc(NC(=S)N2c3ccccc3CC2C)cc1OC (centres undefined),1%,?,27%,5,2%,0%,3%,18%,5%,-4%
Cc1cc(C)c2c3c(cn2n1)c(=O)n(C)c(=O)n3C,7%,/,/,/,/,/,-5%,/,2%,-5%
CC(=O)c1cccc(NC(=O)COC(=O)Cc2ccc(Cl)cc2)c1,-13%,/,/,2,/,-1%,2%,0%,-5%,-4%
COc1ccccc1C(=O)NCC(C)(C)CN=C1NS(=O)(=O)c2ccccc21,5%,0%,-8%,3,-21%,9%,-3%,2%,-3%,-5%
COc1ccc(NC(=O)COC(=O)c2ccco2)c([N+](=O)[O-])c1,-12%,?,-14%,3,-1%,-17%,0%,-14%,-2%,1%
CCCCOC(=O)c1ccc(NC(=O)C2CCCO2)cc1 (centres undefined),-16%,5%,-1%,3,6%,0%,-45%,4%,1%,-7%
CCN(C[C@H]1N[C@@](C)(C(=O)OC)[C@H]2C(=O)N(Cc3ccccc3)C(=O)[C@@H]12)C(=O)c1ccc(F)cc1,0%,/,/,-9,/,3%,-1%,/,1%,-1%
CCOC(=O)c1cnc2c(-c3ccccc3)c(C)nn2c1N,14%,-9%,0%,-7,3%,/,2%,2%,-3%,-4%
O=Cc1ccc(OC(=O)c2cc(Cl)nc3ccccc23)cc1,-5%,-4%,8%,-2,-3%,5%,-3%[46.1 µM],-7%,-4%,2%
O=C(c1cc(COc2ccc(F)cc2Cl)on1)N(Cc1ccncc1)CC1CCCO1 (centres undefined),-16%,-6%,-2%,-8,2%,-2%,2%,5%,5%,-2%
CCOC(=O)c1c(-c2ccccc2)oc2ccc(OC(C)C(=O)O)cc12 (centres undefined),28%,2%,10%,-16,/,-11%,9%,5%,49%[activator],-5%
COc1ccc(CNC(=O)CN(Cc2ccc(C)cc2)C(=O)c2csnn2)cc1,-1%,-2%,?,/,/,18%,-3%,-6%,0%,1%
CCOc1ccc(OCc2cccc(C(=O)N(CC)CC)c2)cc1,-11%,-1%,-8%,-8,-20%,3%,-1%,4%,-1%,0%
COc1cc(C)c(NC(=S)Nc2cccc(Cl)c2C)cc1OC,11%,-1%,-3%,0,-18%,2%,5%[46.1 µM],-1%,0%,-5%
Cc1ccc(C(=O)Nc2nc(=O)[nH]s2)cc1,?,2%,3%&-6%,34&6,-1%&-2%,-2%&-4%,-2%&-10%,-1%&-1%,1%&1%,2%&-3%
COc1ccc(C2=NS(=O)(=O)N(C)C(C(=O)NCc3ccccn3)=C2)cc1OC,-15%,?,/,2,13%,8%,-2%,-2%,3%,-1%
Oc1ccc(Cl)cc1C=NCCc1ccccc1,-8%,-8%,4%,2,19%,-7%,4%[46.1 µM],-2%,1%,0%
O=[N+]([O-])c1ccccc1CS(=O)(=O)c1ccccc1,40%,/,/,-7,/,0%,4%,0%,-10%,0%

# A portion of the library (hit frequency here may not be typical).
